# Source: PubChem
# Growth percent in the NCI-60 one-dose screen (48 h, 10 µM unless noted): 100 = growth as untreated, 0 = no growth, -100 = all killed.
# MDA-MB-435 – MDA-MB-435 melanoma; 7.8% of 82,000 active; AID 1794794
# MOLT-4 – MOLT-4 leukemia cells; 6.9% of 80,000 active
# MDA-MB-468 – MDA-MB-468 breast cancer; 8.5% of 78,000 active
# K-562 – K-562 leukemia; 7.4% of 78,000 active
# CCRF-CEM – CCRF-CEM leukemia. 7% of 77,000 active. AID 1794778
# HOP-62 – HOP-62 NSCLC; 3.9% of 80,000 active
# RPMI-8226 – RPMI-8226 leukemia cells; 7.5% of 77,000 active; AID 1794781
# SR – SR leukemia cells; 8.7% of 73,000 active
# Numbers without * were called inactive; . = no result given. The calls were made as follows: active = growth percent below 10; inactive = the rest.
SMILES,MDA-MB-435,MOLT-4,MDA-MB-468,K-562,CCRF-CEM,HOP-62,RPMI-8226,SR
Cc1ccc(C2C(C#N)=C(N)Oc3c2c(C)nn3-c2ccc(Cl)cc2)cc1 (centres undefined),103,.,103,107,100,95,97,.
CCSc1ncnc2nc(SC)[nH]c12,98,103,105,109,106,104,106,.
O=C(c1cc(Br)c(O)c(Br)c1)c1ccccc1C(=O)c1cc(Br)c(O)c(Br)c1,98,120,94,104,98,105,99,90
O=S(=O)(NCCCNc1cc(-c2cn(-c3ccccc3)nc2-c2ccccc2)ccn1)c1ccc(Cl)cc1,67,44,47,31,63,88,56,81
COc1ccc(OC)c(/C=C2\Oc3cc(OCCN4CCCC4)ccc3C2=O)c1,97,87,99,3.5*,.,87,93,57
COc1ccc(C(=O)NCCOc2ccc3c(c2)CCCC(=O)N3)cc1,100,107,135,108,102,106,94,95
O=C(O)CC(Sc1ccc(Cl)cc1)C(=O)Nc1ccccc1 (centres undefined),98,96,103,103,.,104,108,107
COc1ccc(/C=N/NC(=O)C2CCCCC2)c(OC)c1OC,102,91,106,104,100,107,99,112
O=C(/C=C/c1ccc(F)cc1)c1ccc(O)cc1,67,92,83,59,78,107,24,24
COc1cc(/C=C2\C(=O)N(CC(O)COc3cc(O)c4c(=O)cc(-c5ccccc5)oc4c3)c3ccccc32)cc(OC)c1O (centres undefined),55,64,74,71,59,88,58,46
COc1ccc(NC(=O)COc2ccc(/C=C3/Oc4cc(OC)ccc4C3=O)cc2)cc1,109,88,102,92,90,95,84,87
CC1(CCO)Oc2ccccc2O1,116,114,97,119,85,88,102,113
O=CNc1ccc(Cl)cc1,105,93,97,102,103,91,101,96
CSc1ccc(SC2c3ccc(C)cc3Oc3nc(N)c(C#N)c(N)c32)cc1 (centres undefined),-87*,-18*,-76*,.,-37*,-28*,-38*,-23*
N#Cc1c(-c2ccc(Cl)cc2)csc1NC(=O)Nc1cccc(C(F)(F)F)c1,14,7.5*,7.0*,9.2*,14,18,4.0*,33
CCOc1nc(OCC)c2[nH]c(C(=O)O)c(Br)c2n1,113,93,112,88,88,104,99,117
O=C(Cn1cc(CN2C(=O)c3ccccc3S2(=O)=O)nn1)Nc1cc(Cl)c(Cl)cc1Cl,103,93,106,.,88,102,106,.
C=CCOc1ccccc1/C=N/N1C(=O)CS/C1=N\N=C1/SCC(=O)N1/N=C/c1ccccc1OCC=C,109,95,112,88,111,98,106,.
CN(C)CCOC(=O)Nc1ccc(Cl)cc1,112,90,104,90,81,88,94,101
CCNC(=O)C1COc2ccccc2O1 (centres undefined),106,86,99,102,101,85,97,94
O=C(NNc1nc2cc(F)ccc2n2c(CN3CCC(O)C3)ccc12)c1cnccn1 (centres undefined),28,3.2*,-17*,12,10,15,27,6.3*
O=Nc1nc2ncccn2c1-c1ccccc1,108,109,70,.,27,115,113,101
Nc1ncnc2c1c(-c1ccc(Oc3ccccc3)cc1)nn2C[C@H]1SSC[C@@H]1O,-93*,-51*,-27*,5.4*,-16*,50,46,-49*
O=c1c(-c2ccccc2)c(O)on1/C=C1/C=CC=N1,98,100,96,103,95,108,101,94
CCOC(=O)C(=C(C)C)[N+](=O)[O-],108,95,102,85,94,97,96,98
COc1cc(C2CC(c3ccc(F)cc3)=Nc3c(N)nc(N)nc3N2)ccc1Oc1nc(NCCO)nc(N2CCOCC2)n1 (centres undefined),102,88,75,92,109,95,115,100
CCCCC1COc2cccc3c2N1C=C/C3=C\C(=O)N(C)c1cccc2ccccc12 (centres undefined),101,85,68,80,91,108,73,90
Cc1ccc(S(=O)(=O)NCCNc2nccc(-c3c(-c4cccc([N+](=O)[O-])c4)nc4sccn34)n2)cc1,44,38,43,41,37,90,36,51
Cc1cc(Cc2cc(C)c(C)c(C)c2C)c(C)c(C)c1C,114,92,103,148,120,103,122,92
COc1cc(OC)c(C(=O)/C=C/c2cccc(OC(C)=O)c2)cc1CC=C(C)C,74,32,58,17,9.5*,114,7.5*,.
COc1ccc(-n2c(-c3csc(N)n3)n[nH]c2=S)cc1,104,79,97,80,100,96,112,85
O=C(O)c1cn(C2CC2)c2cc(N3CCN(CCN4C(=O)c5ccccc5C4=O)CC3)c(F)cc2c1=O,108,94,113,101,108,93,102,101
CN(C)c1ccc(/C=C\C2=[N+](C)c3ccccc3C2(C)C)cc1,3.9*,16,11,91,15,14,66,25
CC(C)(C)n1cc(-c2ccnc(NCCNS(=O)(=O)c3ccc(Cl)cc3)c2)c(-c2ccccc2)n1,89,64,52,36,89,91,43,20
CCCCC[n+]1ccc(SCC(=O)N2CCCc3ccccc32)c2ccccc21,101,105,98,71,97,129,.,101
COc1cc(C2CC(C3C(=O)N(C)C(=O)N(C)C3=O)=NN2C=O)cc(OC)c1OC (centres undefined),101,93,103,88,83,74,100,105
Cc1cc2nc(CC(=O)c3cccc([N+](=O)[O-])c3)c(=O)[nH]c2cc1C,94,83,85,74,76,101,88,.
O=C1CC(c2ccccc2)CC2=C1C(c1c[nH]c3ccc(Br)cc13)Cc1cc(Br)ccc1N2 (centres undefined),47,15,80,40,21,88,32,65
O=[N+]([O-])c1ccc(/C=c2\sc3scc(-c4ccc([N+](=O)[O-])cc4)[n+]3\c2=C/c2ccc([N+](=O)[O-])cc2)cc1,103,92,104,98,105,106,97,91
COC(=O)[C@]1(C)CCC[C@]2(C)[C@H]3C[C@H]4C(C(C)C)=C[C@]3(CC[C@H]21)[C@H]1[C@@H]4[C@@H](OCCc2nn[nH]n2)CC[C@@H]1OCCc1nn[nH]n1,90,56,65,83,79,89,58,72

# Entries shown so far with fluorine (five):
SMILES,MDA-MB-435,MOLT-4,MDA-MB-468,K-562,CCRF-CEM,HOP-62,RPMI-8226,SR
O=C(/C=C/c1ccc(F)cc1)c1ccc(O)cc1,67,92,83,59,78,107,24,24
N#Cc1c(-c2ccc(Cl)cc2)csc1NC(=O)Nc1cccc(C(F)(F)F)c1,14,7.5*,7.0*,9.2*,14,18,4.0*,33
O=C(NNc1nc2cc(F)ccc2n2c(CN3CCC(O)C3)ccc12)c1cnccn1 (centres undefined),28,3.2*,-17*,12,10,15,27,6.3*
COc1cc(C2CC(c3ccc(F)cc3)=Nc3c(N)nc(N)nc3N2)ccc1Oc1nc(NCCO)nc(N2CCOCC2)n1 (centres undefined),102,88,75,92,109,95,115,100
O=C(O)c1cn(C2CC2)c2cc(N3CCN(CCN4C(=O)c5ccccc5C4=O)CC3)c(F)cc2c1=O,108,94,113,101,108,93,102,101

# Quoted from above for reference:
SMILES,MDA-MB-435,MOLT-4,MDA-MB-468,K-562,CCRF-CEM,HOP-62,RPMI-8226,SR
COc1cc(C2CC(C3C(=O)N(C)C(=O)N(C)C3=O)=NN2C=O)cc(OC)c1OC (centres undefined),101,93,103,88,83,74,100,105
Cc1cc2nc(CC(=O)c3cccc([N+](=O)[O-])c3)c(=O)[nH]c2cc1C,94,83,85,74,76,101,88,.
O=C1CC(c2ccccc2)CC2=C1C(c1c[nH]c3ccc(Br)cc13)Cc1cc(Br)ccc1N2 (centres undefined),47,15,80,40,21,88,32,65
O=[N+]([O-])c1ccc(/C=c2\sc3scc(-c4ccc([N+](=O)[O-])cc4)[n+]3\c2=C/c2ccc([N+](=O)[O-])cc2)cc1,103,92,104,98,105,106,97,91
COC(=O)[C@]1(C)CCC[C@]2(C)[C@H]3C[C@H]4C(C(C)C)=C[C@]3(CC[C@H]21)[C@H]1[C@@H]4[C@@H](OCCc2nn[nH]n2)CC[C@@H]1OCCc1nn[nH]n1,90,56,65,83,79,89,58,72

# (continued)
SMILES,MDA-MB-435,MOLT-4,MDA-MB-468,K-562,CCRF-CEM,HOP-62,RPMI-8226,SR
Fc1ccccc1NC(c1ccc(OC(F)F)c(OCC2CC2)c1)c1nnnn1C1CCCCC1 (centres undefined),103,71,75,64,92,106,87,91
N#Cc1ccccc1OCC(=O)Nc1nc2c(s1)COc1ccccc1-2,104,77,99,104,96,105,97,-19*
COc1ccc2c(c1)oc1c(C)c3c(c(C)c12)C(=O)N(N)C3=O,37,17,60,.,56,15,60,26
Cc1c(O)c(=O)ccn1C1CCC(CC2CCC(n3ccc(=O)c(O)c3C)CC2)CC1 (centres undefined),33,26,0.3*,18,.,36,.,42
COc1ccc(/C=N\Nc2ccc([N+](=O)[O-])cn2)cc1OC,73,101,79,94,124,25,40,53
COc1cccc(OCC(O)CN2CCN(c3cccc(C)c3)CC2)c1 (centres undefined),103,100,96,100,.,101,102,105
CCOC(=O)C/C(=N\Nc1cc(=O)[nH]c2ccc(OC)cc12)C(=O)OCC,99,26,89,89,-48*,105,69,67
Cc1ccc(/C(CSc2nnc(-c3c[nH]c4ccccc34)n2-c2ccccc2)=N/O)cc1,-100*,-28*,-89*,1.6*,-35*,-57*,-19*,9.8*
COc1cccc(-c2nn(-c3ccccc3)cc2-c2ccnc(Br)c2)c1,79,64,47,43,81,95,37,59
COc1cc(N(C)C)ccc1/C=C(/C#N)C(=O)N1c2ccccc2Sc2ccc(SC)cc21,98,101,96,89,107,97,.,107
COc1cc(OCc2cccc(Br)c2C)cc(OC)c1C=O,88,80,21,67,77,94,53,83
COC(=O)c1cc2cc(/C=C3/SC(=S)N(N)C3=O)oc2n1Cc1ccccc1,91,95,.,97,106,109,87,106
O=C(NCCCl)NCCN1c2nc3ccccc3cc2Sc2cc3ccccc3nc21,58,-9.5*,.,22,21,52,42,36
O=C(c1ccccc1)c1c(/C=C/c2ccc(Cl)cc2)c2ccccc2[nH]c1=O,101,87,98,78,88,85,101,.
CN(C)c1ccc(C2CC(c3cccs3)=NN2c2ccc(S(N)(=O)=O)cc2)cc1 (centres undefined),94,90,65,87,84,99,80,81
COC(=O)N1C2CCCCC2=NN(c2ccccc2)N1C(=O)OC (centres undefined),99,100,104,97,.,93,104,104
CCCCCCN1C(=O)CCC1=O,108,112,102,126,109,100,111,115
Cc1cc(C)c2c(n1)sc1c(Nc3ccc(OCc4ccc(Cl)cc4)cc3)ncnc12,105,87,103,97,98,95,98,69
COc1cccc(CNc2ccc(N3CCOCC3)c(C(=O)O)c2)c1OCc1ccccc1,103,97,97,97,96,107,90,80
COC(=O)[C@@H](Cc1ccc(O)cc1)n1cc(COC(=O)c2cccc3c(=O)c4ccccc4n(Cc4cn([C@H](Cc5ccc(O)cc5)C(=O)OC)nn4)c23)nn1,97,124,88,115,106,105,107,127

# 4 entries from above, with values under each structure.
# Every second line gives: MDA-MB-435 | MOLT-4 | MDA-MB-468 | K-562 | CCRF-CEM | HOP-62 | RPMI-8226 | SR
> COC(=O)N1C2CCCCC2=NN(c2ccccc2)N1C(=O)OC (centres undefined)
 : 99 | 100 | 104 | 97 | . | 93 | 104 | 104
> Cc1cc(C)c2c(n1)sc1c(Nc3ccc(OCc4ccc(Cl)cc4)cc3)ncnc12
 : 105 | 87 | 103 | 97 | 98 | 95 | 98 | 69
> CN(C)c1ccc(C2CC(c3cccs3)=NN2c2ccc(S(N)(=O)=O)cc2)cc1 (centres undefined)
 : 94 | 90 | 65 | 87 | 84 | 99 | 80 | 81
> CCCCCCN1C(=O)CCC1=O
 : 108 | 112 | 102 | 126 | 109 | 100 | 111 | 115

# Next section.
SMILES,MDA-MB-435,MOLT-4,MDA-MB-468,K-562,CCRF-CEM,HOP-62,RPMI-8226,SR
Cc1ccc(-n2c(CSc3ccc(Cl)cc3)nnc2SCc2nc3ccccc3[nH]2)cc1,67,.,72,30,70,83,10,.
CC(=O)N[C@H](Cc1ccc(O)cc1)C(=O)N[C@H](CCCN=C(N)N)C(=O)N[C@H](Cc1ccccc1)C(N)=O,107,88,104,108,.,.,.,96
O=C(Nc1ccc(-n2cnc3ccccc32)nc1)c1ccccc1,96,84,99,80,92,97,79,69
O=C1Nc2ccccc2C(c2c(-c3ccccc3)[nH]c3ccccc23)N1 (centres undefined),69,62,97,57,85,100,65,57
Nc1ncnc2c1N=C(c1ccc(Cl)cc1)CC(c1ccc3c(c1)OCO3)N2 (centres undefined),101,71,.,71,-54*,88,60,77
CN1C(=O)/C(=C(\C#N)C(=O)Nc2ccc(S(N)(=O)=O)cc2)c2ccccc21,98,114,112,97,119,109,115,104
O=C(Nc1ccc(OCc2nnc(-c3ccc(Cl)cc3)o2)c(F)c1)Nc1ccc(Cl)c(Cl)c1,73,45,43,67,52,47,57,21
Cc1ccc(-n2cc(-c3ccccc3)c3c(SCC(=O)NN)ncnc32)cc1,101,87,100,83,95,80,91,93
O=C1CSC(=O)N1Cc1cc2ccccc2nc1Cl,99,102,98,100,107,101,99,98
